Screens from PubChem.
FBW7 act – activators of human E3 ligase FBW7 | normalized activity (activation), % at 26.1 µM | 650,000 tested, 0.13% active | Q969H0 | AlphaScreen FBW7–phospho-cyclin E peptide binding, activator screen; in the data active = normalized activity above about 1.9%;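 note: purified mutant Fbw7 with reduced substrate affinity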
GPR151 activ – activators of human GPR151. Q8TDV0. PathHunter beta-arrestin GPR151 cells, luminescence. activation, % at 11.2 µM. 650,000 tested, 1% active; in the data active = activation above about 4.9%;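 note: 0% = median of compound wells and 100% = cells with positive control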
Target sequence (Q8TDV0 whole entry, looked up): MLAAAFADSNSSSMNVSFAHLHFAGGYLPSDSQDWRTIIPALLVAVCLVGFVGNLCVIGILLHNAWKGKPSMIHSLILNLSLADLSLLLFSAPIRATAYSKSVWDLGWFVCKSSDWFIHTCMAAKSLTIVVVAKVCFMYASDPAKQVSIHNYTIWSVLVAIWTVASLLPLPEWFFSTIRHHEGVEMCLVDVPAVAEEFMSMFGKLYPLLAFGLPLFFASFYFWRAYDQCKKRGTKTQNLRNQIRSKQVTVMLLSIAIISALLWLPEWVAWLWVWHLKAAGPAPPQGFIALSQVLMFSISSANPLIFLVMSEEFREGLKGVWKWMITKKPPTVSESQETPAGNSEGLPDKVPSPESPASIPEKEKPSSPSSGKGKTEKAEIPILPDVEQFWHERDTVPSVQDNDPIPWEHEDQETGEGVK
TEAD-YAP inh – TEAD-YAP interaction inhibition; inhibition, % at 9.12 µM; 640,000 tested, 1.4% active; HEK-TIYL cells, TEAD-Gal4/YAP UAS-luciferase luminescence; in the data active = inhibition above about 32%;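 note: 0% = median of test compound wells and 100% = reference inhibitor wells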
MITF inh – human MITF inhibition, primary screen; O75030; AlphaScreen MITF homodimerization, bead proximity signal; inhibition, % at 2.6 µM; 650,000 tested, 0.91% active; in the data active = inhibition above about 50%;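 note: 0% = vehicle wells with protein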
Target sequence (O75030 whole entry, looked up): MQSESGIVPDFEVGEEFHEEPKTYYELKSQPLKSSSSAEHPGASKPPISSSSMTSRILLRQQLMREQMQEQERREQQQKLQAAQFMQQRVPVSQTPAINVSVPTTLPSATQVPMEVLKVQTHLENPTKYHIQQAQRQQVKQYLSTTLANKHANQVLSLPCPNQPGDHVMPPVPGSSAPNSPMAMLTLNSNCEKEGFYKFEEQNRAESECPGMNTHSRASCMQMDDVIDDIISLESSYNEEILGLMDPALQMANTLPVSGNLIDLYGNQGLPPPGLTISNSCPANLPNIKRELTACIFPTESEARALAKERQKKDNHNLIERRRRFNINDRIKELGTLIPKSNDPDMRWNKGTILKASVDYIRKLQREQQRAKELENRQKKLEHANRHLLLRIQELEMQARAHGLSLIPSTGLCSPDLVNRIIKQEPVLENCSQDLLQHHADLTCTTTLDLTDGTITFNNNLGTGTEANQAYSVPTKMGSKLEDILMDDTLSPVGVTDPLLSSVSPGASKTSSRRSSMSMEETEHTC
The depositor's hits bear a star; . = no result given; & = joins results of further samples.

Values in the order: FBW7 act	GPR151 activ	TEAD-YAP inh	MITF inh
1. NS(=O)(=O)c1ccc(NC(=O)COC(=O)c2ccc([N+](=O)[O-])s2)cc1
→ 0.2	1.1	3	9
2. CCOc1ccccc1NC(=O)NC1(C(=O)NCc2cccnc2)CCCCC1
→ 0.7	1.5	0	7
3. NC(=O)C(=O)N/N=C/c1cn(-c2ccccc2)nc1-c1cccs1
→ 0.1	0.5	-11	2
4. COc1ccc(CC2(CCC(=O)NC(C)Cc3ccccn3)CCC(=O)N2)c(F)c1 (stereo not given)
→ -0.3	0.1	9	-8
5. CCCCCCCCn1c(NCCN)nc2c1c(=O)[nH]c(=O)n2C
→ -0.3	-1.3	-1	-1
6. CC1=C(C(=O)OCCC#N)C(c2ccccc2F)NC(=O)N1 (stereo not given)
→ -0.1	0.6	-5	0
7. C=CCN(CC=C)S(=O)(=O)c1ccc(/C(O)=C(\C#N)c2nc3ccccc3[nH]2)cc1
→ -0.4	1.0	-9	-8
8. O=C(O)c1cc(O)c(O)c(O)c1
→ -0.2&-0.2&-0.3	0.5&-1.4&-0.3	1&0&7	76*
9. CO[C@H]1C=CO[C@@]2(C)Oc3c(C)c(O)c4c(O)c(c5c(c4c3C2=O)NC2(CCN(CC(C)C)CC2)N=5)=NC(=O)/C(C)=C\C=C/[C@H](C)[C@H](O)[C@@H](C)[C@@H](O)[C@@H](C)[C@H](OC(C)=O)[C@@H]1C
→ -0.1	3.4	.	23
10. Cc1ccc(Sc2ccc(C(=O)O)cc2NC=O)cc1
→ -0.2	-0.8	0	-12
11. O=C1CS/C(=N/S(=O)(=O)c2cccs2)N1c1ccccc1
→ 0.2	-1.7	3	11
12. O=C(Oc1ccc2c3c(c(=O)oc2c1)CCCC3)c1cccs1
→ -0.1	-1.4	5	10
13. c1cnn(CCC2CCCCN2c2nc3nonc3nc2N2CCOCC2)c1 (stereo not given)
→ 0.4	0.1	-3	14
14. CCC(=O)N1CCc2cc(S(=O)(=O)N(CC)c3cccc(C(F)(F)F)c3)ccc21
→ 0.1	4.0	-3	4
15. CCC(C)NC(=O)Cc1c(OC)ccc2cc(Br)ccc12 (stereo not given)
→ 0.0	-1.4	2	-2
16. O=C1NC(Cc2ccccc2)C(=O)N1Cc1ccc(Br)cc1F (stereo not given)
→ 0.6	-0.9	-2	22
17. c1ccc(N2CCN(Cc3nnnn3Cc3cccs3)CC2)cc1
→ 0.1	0.7	-2	-1
18. O=c1oc2cc(O)ccc2cc1-c1ccc(F)cc1
→ 0.1	-8.9	36*	-10
19. Cc1ccc(C2CC(=O)NC(SCC(=O)OCc3ccccc3)=C2C#N)o1 (stereo not given)
→ 0.6	-0.1	22	-1
20. COc1ccc(NC(=S)N2CCN(CCO)CC2)c(OC)c1
→ 0.0	1.0	-1	8

Reprinted from the entries so far, 13 compounds:
Values in the order: FBW7 act	GPR151 activ	TEAD-YAP inh	MITF inh
8. O=C(O)c1cc(O)c(O)c(O)c1
→ -0.2&-0.2&-0.3	0.5&-1.4&-0.3	1&0&7	76*
9. CO[C@H]1C=CO[C@@]2(C)Oc3c(C)c(O)c4c(O)c(c5c(c4c3C2=O)NC2(CCN(CC(C)C)CC2)N=5)=NC(=O)/C(C)=C\C=C/[C@H](C)[C@H](O)[C@@H](C)[C@@H](O)[C@@H](C)[C@H](OC(C)=O)[C@@H]1C
→ -0.1	3.4	.	23
10. Cc1ccc(Sc2ccc(C(=O)O)cc2NC=O)cc1
→ -0.2	-0.8	0	-12
11. O=C1CS/C(=N/S(=O)(=O)c2cccs2)N1c1ccccc1
→ 0.2	-1.7	3	11
12. O=C(Oc1ccc2c3c(c(=O)oc2c1)CCCC3)c1cccs1
→ -0.1	-1.4	5	10
13. c1cnn(CCC2CCCCN2c2nc3nonc3nc2N2CCOCC2)c1 (stereo not given)
→ 0.4	0.1	-3	14
14. CCC(=O)N1CCc2cc(S(=O)(=O)N(CC)c3cccc(C(F)(F)F)c3)ccc21
→ 0.1	4.0	-3	4
15. CCC(C)NC(=O)Cc1c(OC)ccc2cc(Br)ccc12 (stereo not given)
→ 0.0	-1.4	2	-2
16. O=C1NC(Cc2ccccc2)C(=O)N1Cc1ccc(Br)cc1F (stereo not given)
→ 0.6	-0.9	-2	22
17. c1ccc(N2CCN(Cc3nnnn3Cc3cccs3)CC2)cc1
→ 0.1	0.7	-2	-1
18. O=c1oc2cc(O)ccc2cc1-c1ccc(F)cc1
→ 0.1	-8.9	36*	-10
19. Cc1ccc(C2CC(=O)NC(SCC(=O)OCc3ccccc3)=C2C#N)o1 (stereo not given)
→ 0.6	-0.1	22	-1
20. COc1ccc(NC(=S)N2CCN(CCO)CC2)c(OC)c1
→ 0.0	1.0	-1	8

The list goes on.
Values in the order: FBW7 act	GPR151 activ	TEAD-YAP inh	MITF inh
21. O=[N+]([O-])c1cccc(S(=O)(=O)NCCSc2ccc(Cl)cc2)c1
→ 0.5	0.6	1	12
22. C=CCNCCOCCOc1cc(C)cc(C(C)C)c1
→ 0.0	1.6	0	64*
23. CC(Oc1ccc(Br)cc1)c1nc(-c2cccnc2)no1 (stereo not given)
→ 0.0	0.7	5	4
24. COc1cc(CN2CCN3CCCC3C2C)cc(OC)c1O (stereo not given)
→ 0.0	-1.0	4	14
25. CC1CCC(NC(=O)CN2CCN(Cc3ccccc3F)C2=O)CC1 (stereo not given)
→ 0.9	-0.6	-4	12
26. Cc1ccc(C)c(C(=O)CC2(O)C(=O)N(Cc3ccccc3C)c3ccccc32)c1 (stereo not given)
→ 0.0	-1.4	-11	4
27. O=C1CC(c2ccc(C3=NN(c4ccccc4)C(=O)C3)cc2)=NN1c1ccccc1
→ -0.1	-0.2	9	24
28. O=C(NNC1CC(=O)N(c2ccccc2F)C1=O)c1ccccc1Br (stereo not given)
→ 0.1	-0.7	-15	11
29. CC(C)NC(=O)Cn1ncc2c3ccccc3n(Cc3ccccc3)c2c1=O
→ 0.2	-1.6	-1	6
30. COc1ccccc1N1CCN(CC(=O)NC2(C#N)CCCC2)CC1
→ 0.0	-0.9	5	6
31. O=C(/C=C/c1cc(Cl)cc2c1OCOC2)c1cc(F)ccc1O
→ -0.1	0.4	2	-6
32. Cc1cc(C)c(NC(=O)CN(c2ccc(Br)cc2)S(C)(=O)=O)c(C)c1
→ 0.1	-1.0	-3	10
33. CCOC(=O)N1CCN(C(c2ccccn2)c2c(C)[nH]c3ccccc23)CC1 (stereo not given)
→ -0.1	-0.5	4	7
34. O=C(NCc1cccs1)c1cc2n(n1)C(C(F)(F)F)CC(c1ccc(F)cc1)N2 (stereo not given)
→ -0.2	0.4	19	-4
35. O=C(O)CCNC(=O)COc1ccc2c3c(c(=O)oc2c1)CCCC3
→ 0.1	-0.4	9	10
36. COc1ccc(NC(=O)NCC(c2ccc3c(c2)CCN3C)N2CCOCC2)cc1OC (stereo not given)
→ 0.1	1.1	0	-4
37. COc1cccc(CN2CCc3c(nc(N4CCCC(C)C4)[nH]c3=O)C2)c1 (stereo not given)
→ 0.5	-0.7	4	2
38. O=S(=O)(Cc1ccccc1)NCCCN1CCN(c2ccccc2)CC1
→ -0.1	0.6	-2	-7
39. CC(=O)c1ccc(NC(=O)c2ccc(N3C(=O)c4ccc([N+](=O)[O-])cc4C3=O)cc2)cc1
→ 0.3	-1.6	-47	12
40. COC(=O)Cn1ncc(Cl)c(Cl)c1=O
→ -0.1	4.6	-3	-7
41. Cc1ccccc1CC(=O)c1ccc(O)c(C)c1O
→ -0.1	0.9	12	-2
42. COCCNC(=O)CCC1CCN(Cc2ccc3nsnc3c2)CC1
→ 0.1	-0.8	3	11
43. COc1cccc(OC)c1OC(=O)c1cccc(Br)c1
→ 0.3	-0.4	15	0
44. CC(=O)c1ccc(NC(=O)COC(=O)c2cc([N+](=O)[O-])ccc2Cl)cc1
→ 0.4	1.3	10	17
45. CC1CCc2sc(NC(=O)CCC(=O)O)c(C#N)c2C1 (stereo not given)
→ -0.1	-1.8	-6	-9
46. CCN(CC)c1ccc(NC(=O)CSc2n[nH]c(C)n2)cc1
→ 0.5	1.3	28	20
47. O=C(CCCc1ccccc1)Nc1ccc(S(=O)(=O)Nc2nccs2)cc1
→ 0.5	-1.6	-2	17
48. COc1ccccc1N(Cc1cc2ccccc2[nH]c1=O)C(=O)c1cccnc1
→ -0.1	1.3	0	7
49. COc1ccc(/C=C2N=C(/C=C/c3cccc(Cl)c3Cl)OC\2=O)c(OC)c1
→ -0.1	-0.6	-2	3
50. C=CCOc1ccc(/C=N/Nc2ccccn2)cc1OC
→ -0.5	0.1	-52	6
51. CC1=C(C(=O)OCC(C)C)C(c2ccc(N(C)C)cc2)NC(=O)N1 (stereo not given)
→ -0.1	0.4	-1	18
52. COC(=O)c1cc(NS(=O)(=O)c2ccc(OC)c(OC)c2)ccc1Cl
→ 0.1	0.4	1	-17
53. COc1cccc(C(=O)Nc2c(-c3cccs3)nc3ccccn23)c1OC
→ 0.1	-0.3	16	9
54. CC1CCN(C(=O)CNC(=O)Cn2cnc3ccccc3c2=O)CC1
→ -0.1	1.2	3	14
55. CCN1CCN(CCC(=O)Nc2cc(OC)ccc2OC)CC1
→ -0.1	1.9	10	-9
56. CC1CCN(C(=O)c2cc3sc(Cl)cc3n2C)CC1
→ -0.2	-0.2	-66	-8
57. O=C(Nc1ccc(N2CCOCC2)cc1)c1cccc(-n2ncc3c2CCN(C(=O)c2ccccc2)C3)c1
→ -0.3	3.8	-3	7
58. CC1=C(C(=O)OCc2ccccc2)C(c2ccc(C(C)C)cc2)C2=C(CCCC2=O)N1 (stereo not given)
→ 0.1	-1.0	-11	-4
59. COC(=O)CSc1cc([N+](=O)[O-])cc(S(=O)(=O)c2ccc(Cl)cc2)c1C
→ 0.1	1.0	8	24
60. CC(C)n1c(NCc2ccc(N(C)C)cc2)nc2ccccc21
→ -0.3	0.0	-1	9
61. COC(=O)COc1ccc(NC(=O)CSc2ccccc2)cc1
→ 0.3	0.3	18	21
62. CC(C)CCn1c(NCCCO)nc2c1c(=O)[nH]c(=O)n2C
→ 0.1	0.2	2	14
63. COc1cc(C=C2C(=O)N(C)C(=S)N(C)C2=O)c([N+](=O)[O-])cc1OCc1ccccc1
→ -0.1	-2.4	-11	-11
64. FC(F)(F)Oc1ccc(-c2cnn3c(NCCCN4CCOCC4)ccnc23)cc1
→ -0.1	0.3	3	-23
65. Cc1nc(-c2cccnc2)sc1C(C)OC(=O)Nc1cccc(Cl)c1 (stereo not given)
→ -0.1	0.8	-1	-7
66. N#C/C(=C/c1ccsc1)C(=O)Nc1cccc(Br)c1
→ 0.0	-0.1	1	-21
67. CCOC(=O)c1ccc(-c2ccc(/C=c3\sc4nc(=O)c5c6c(sc5n4c3=O)CCCC6)o2)cc1
→ -0.1	-0.6	1	3
68. N#CC(C#N)=C1C(Cl)=C(N2CCCCC2)c2ccccc21
→ 0.0	-0.3	-5	-3
69. Cc1ccc(-c2cc(C(F)F)n3ncc(C(=O)NCc4ccco4)c3n2)cc1
→ 0.0	-0.1	2	-6
70. Cc1cc2c(c(=O)n1C)C1(C(=O)N(Cc3cccc(F)c3)c3ccccc31)C(C#N)=C(N)O2 (stereo not given)
→ 0.0	1.1	5	0

(continued)
Values in the order: FBW7 act	GPR151 activ	TEAD-YAP inh	MITF inh
71. COc1ccc2cc(CN(CCCO)C(=O)Nc3ccccc3Cl)c(=O)[nH]c2c1
→ 0.2	-0.3	17	23
72. CC(OC(=O)c1ccc(S(=O)(=O)N2CCCC2)cc1)C(N)=O (stereo not given)
→ -0.1	2.1	5	5
73. Cc1ccc(-n2c(SCC(=O)Nc3nccs3)nnc2-c2ccoc2C)cc1
→ -0.1	2.0	0	-5
74. COc1ccc(/C=N/NC(=O)CNc2cccc3ccccc23)cc1
→ 0.0	-1.0	1	14
75. COc1cccc(C(=O)Nc2sc3c(c2C#N)CC(C)CC3)c1 (stereo not given)
→ 0.3	0.9	-6	17
76. Cc1ccc(CNC(=O)CCCCCn2c(=S)[nH]c3cc4c(cc3c2=O)OCO4)o1
→ 0.0	0.0	-7	-5
77. Cc1ccc(C(N)=O)cc1-n1c(C)ccc1C
→ 0.2	-1.6	2	-10
78. CCCC1CCc2c(sc(NC(=O)c3ccccc3OCC)c2C(N)=O)C1 (stereo not given)
→ 0.2	0.2	7	12
79. O=C(NC(=S)Nc1ccc2oc(-c3ccc4ccccc4c3)nc2c1)c1ccco1
→ 0.0	1.1	-38	8
80. Cc1ccc(O)c(NC(=O)c2ccc3c(c2)C(=O)N(CCC(C)C)C3=O)c1
→ -0.1	2.0	0	10
81. COC(=O)c1cc(CNC(=O)C(C)C)cc(NC(=O)C2(c3ccc(Cl)cc3)CC2)c1
→ -0.2	0.9	-4	-1
82. CC(=O)NC(=O)c1cc2cc(Cl)ccc2oc1=Nc1cccc(C(F)(F)F)c1
→ 0.3	0.7	-6	6
83. CCOc1cc2c(cc1OC)C(c1cccc(I)c1)NCC2 (stereo not given)
→ -0.1	-0.9	-14	-3
84. CC(C)CNC(=O)C1CC(=O)OC12CCCCC2 (stereo not given)
→ 0.1	-0.4	13	4

No enrichment for hits; about 3.5% have a hit in one of these screens.
